Assay outcomes as filed in PubChem.
FLuc modulator: firefly luciferase modulation, counter-screen for miR-21 project | hit rate 6.9% among 360,000 | P08659 | AID 588342 | purified FLuc, Km substrates, luminescence inhibition | Potency, µM (top dose mostly 57.5 µM), for the others: at the highest dose activity change, negative = inhibition, actives largely listed as inhibitors;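 further: plate controls were vehicle for no effect and reference inhibitor for full effect; nearly all actives have a fitted effect of over 55% in size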
Target sequence (P08659 whole entry, looked up): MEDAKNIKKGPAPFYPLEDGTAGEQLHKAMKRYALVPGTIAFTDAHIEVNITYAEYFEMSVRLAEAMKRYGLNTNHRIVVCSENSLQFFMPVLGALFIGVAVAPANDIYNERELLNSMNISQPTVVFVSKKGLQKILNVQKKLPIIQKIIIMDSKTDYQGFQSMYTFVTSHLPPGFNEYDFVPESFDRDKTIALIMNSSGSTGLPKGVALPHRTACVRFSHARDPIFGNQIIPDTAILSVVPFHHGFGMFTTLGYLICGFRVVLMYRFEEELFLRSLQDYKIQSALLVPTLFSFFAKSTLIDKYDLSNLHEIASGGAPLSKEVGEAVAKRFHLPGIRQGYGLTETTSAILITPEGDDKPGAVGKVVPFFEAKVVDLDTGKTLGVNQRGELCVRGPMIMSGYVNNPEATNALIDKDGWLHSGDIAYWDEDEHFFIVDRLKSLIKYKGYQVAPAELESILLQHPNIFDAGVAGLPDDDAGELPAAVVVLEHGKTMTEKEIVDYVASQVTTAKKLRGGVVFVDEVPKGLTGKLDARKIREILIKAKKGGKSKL
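Purified P. pyralis luciferase (10nM final) with 10uM D-luciferin and 10uM ATP (Km levels) in 50mM Tris acetate pH 7.5, 10mM Mg acetate, 0.01% Tween-20, 0.05% BSA; qHTS 6-point titration, ~60 µM downward; luminescence read.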
uPA generation: blocks generation of uPA at the cell surface. cell surface uPA generation assay, qHTS. Potency, µM (doses to about 38.3 µM), without a hit: at the top dose activity change, negative = inhibition, actives largely listed as inhibitors. hit rate 0.31% among 330,000. AID 540303; active means well fitted inhibition curve with a large enough effect; inconclusive means small, poorly fitted or top-dose-only effect; inactive means no such curve, though single readings can be large or run the other way; tested in mouse RAW 264.7 cells; further: on the % scale 0 is the no-effect control and ±100 the full control effect; nearly all actives have a fitted effect of over 55% in size
Rab9 promoter act: Rab9 promoter activation; Huh7 Rab9 promoter-luciferase reporter, luminescence, 24 h; Potency, µM (highest dose often 9.22 µM), without a hit: top-dose activation, negative = inhibition, hits mostly activators; hit rate 2.8% among 320,000; AID 485297; further: % of control where 0% means no effect; nearly all actives have a fitted effect of over 60% in size
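Huh7 reporter line, Rab9 promoter upstream of luciferase. Compound exposure 24 h at 37 °C in reduced-serum medium with 10% FBS. Read-out: luminescence.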
MLL CXXC-DNA inh: MLL CXXC-DNA interaction inhibition; AID 2662; Potency, µM (titrated, usually from 115 µM), without a hit: top-dose activity change, negative = inhibition, actives largely listed as inhibitors; MLL-CXXC / FITC-HOXA9 DNA fluorescence polarization; hit rate 0.037% among 290,000; Q03164; active means well fitted inhibition curve with a large enough effect in the polarisation, with a control signal flat, not every such curve was filed as active; inconclusive means small, poorly fitted or top-dose-only effect, or effect the other way, or a change in a side signal; inactive means no such curve, though single readings can be large or run the other way; the % refers to the polarisation
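Fluorescence polarization: 7 uM MLL-CXXC (stock) preincubated 5 min with compounds, then 50 nM fluorescein-HOX-A9 DNA (stock) added; 30 min ambient. Buffer 50 mM Tris-HCl pH 7.5, 50 mM NaCl, 1 mM DTT, 0.05% BSA.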
NPC1 promoter act: NPC1 promoter activation | Huh7 NPC1 promoter luciferase reporter, 24 h | Potency, µM (series often up to 9.22 µM), without a hit: top-dose activation, hits mostly activators | hit rate 2.4% among 320,000 | AID 485313;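 further: % of control where 0% means no effect; nearly all actives have a fitted effect of over 60% in size; reporter is driven by a mutant NPC1 promoter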
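Quantitative HTS used a cell-based reporter: Huh7 cells stably bearing the NPC1 promoter upstream of luciferase were treated with compounds for 24 h, and promoter activation was read as luminescence.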
MBNL1 CUG block: inhibitors of human MBNL1 binding to CUG repeat RNA; Q9NR56; TR-FRET MBNL1-His/biotin-(CUG)12 binding, 665/545 ratio; Potency, µM (top dose mostly 57.5 µM), for the others: at the top dose activity change, negative = inhibition, actives largely listed as inhibitors; hit rate 0.036% among 280,000; active means well fitted inhibition curve with a large enough effect in the signal ratio, with a control signal flat, not every such curve was filed as active; inconclusive means small, poorly fitted or top-dose-only effect, or effect the other way, or a change in a side signal; inactive means no such curve, though single readings can be large or run the other way; the % refers to the signal ratio; further: on the % scale 0 is the no-effect control and ±100 the full control effect
Target sequence (Q9NR56 whole entry, looked up): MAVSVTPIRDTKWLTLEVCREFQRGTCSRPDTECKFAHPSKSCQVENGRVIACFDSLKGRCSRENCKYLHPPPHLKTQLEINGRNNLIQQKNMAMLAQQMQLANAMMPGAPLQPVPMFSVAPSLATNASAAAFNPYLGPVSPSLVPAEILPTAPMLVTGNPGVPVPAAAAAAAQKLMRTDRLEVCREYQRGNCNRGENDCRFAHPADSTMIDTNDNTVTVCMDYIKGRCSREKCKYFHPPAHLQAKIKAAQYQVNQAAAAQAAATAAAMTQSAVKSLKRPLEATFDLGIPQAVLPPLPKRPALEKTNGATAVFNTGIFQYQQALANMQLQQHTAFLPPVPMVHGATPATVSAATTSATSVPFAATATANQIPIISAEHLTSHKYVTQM
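His-tagged MBNL1 binding to biotinylated (CUG)12 RNA was measured by TR-FRET using terbium anti-His antibody (0.055 ng/ul final) and streptavidin-XL665 (5 nM final). Compounds were titrated 92 nM to 58 uM; 60 min at room temperature.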
p53 reactivation: mutant p53 re-activation in reporter cells. Potency, µM (titrated, usually from 92.2 µM), for inactives: at the highest dose activity change, positive = activation, actives largely listed as activators. H1299 p53-A138V BP100-luciferase reporter, luminescence, 24 h. hit rate 0.063% among 320,000. AID 504706; further: % of control where 0% means no effect; nearly all actives have a fitted effect of over 45% in size
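H1299 (p53-null), stable ts p53-A138V + BP100-Luc; 1000 cells/well, Opti-MEM/10% FBS; cpd 4 pt, 1:5; 24 h, 37 deg C, 5% CO2; detection reagent 10 min RT; luminescence.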
BRCA1 expr up: BRCA1 expression activation; hit rate 1.1% among 380,000; Potency, µM (highest dose often 46.1 µM), for the others: top-dose activation, usual class: activators; MCF7-BRCA1-FFLuc reporter, luminescence, 48 h; response scale: scaled: vehicle 0%, 10 µM genistein 100%; further: nearly all actives have a fitted effect of over 80% in size; some results filed as inactive show a strong effect at the top dose
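Reporter cells (MCF7, BRCA1 promoter-firefly luciferase) received library compounds across a concentration series for 48 h. End-point luminescence was measured and concentration-effect curves derived after normalization.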
RORgamma inh: inhibitors of mouse ROR gamma transcriptional activity. Potency, µM (top dose mostly 53.6 µM), without a hit: top-dose activity change, negative = inhibition, actives largely listed as inhibitors. Drosophila S2 Gal4-RORgamma UAS-luciferase reporter, 20 h. hit rate 5.4% among 310,000. P51450; further: on the % scale 0 is the no-effect control and ±100 the full control effect; nearly all actives have a fitted effect of over 60% in size
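Read-out: Photinus luciferase luminescence; inhibitors lower reporter signal. Insect Schneider cells with Gal4-ROR gamma fusion under metallothionein promoter, UAS reporter; 700 uM final copper sulfate induction, 20 hr, ambient temperature.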
ELG1 genotoxic: induces genotoxicity in HEK293T cells with luciferase-tagged ELG1; HEK293T ELG1-luciferase reporter, luminescence, 16 h; Potency, µM (doses to about 46 µM), for inactives: at the top dose activity change, positive = activation, hits mostly activators; hit rate 1.3% among 330,000; AID 504466; further: % of control where 0% means no effect; nearly all actives have a fitted effect of over 60% in size
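16 hr compound incubation (37 °C, 5% CO2) of HEK293T cells carrying luciferase-tagged ELG1; luciferase then measured by ONE-Glo luminescence after 30 min at RT.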
Gal4-VP16 FLuc: Gal4-VP16 reporter inhibition counter-screen. Drosophila S2 Gal4-VP16 UAS-luciferase, luminescence, 20 h. AID 2546. Potency, µM (series often up to 53.6 µM), without a hit: at the highest dose activity, negative = inhibition, hits mostly inhibitors. hit rate 3.5% among 310,000;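 further: Gal4-VP16 expression switched on by copper sulfate through the metallothionein promoter; on the % scale 0 is the no-effect control and ±100 the full control effect; nearly all actives have a fitted effect of over 50% in size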
Starred values were filed as active, the others as inactive; ? = inconclusive; . = not tested or not shown; & = joins results of further samples; [ ] = another dose, or the depositor's remark. Unless noted, the call rests on the fitted dose curve; in most records, active means well fitted curve in the direction sought with a large enough effect; inconclusive means small, poorly fitted or top-dose-only effect, or another doubt; inactive means no such curve, though single readings can be large; an effect the other way counts as inactive or inconclusive. Potency means the concentration at half of the fitted maximal effect. These rows are one share of the data. The share of hits here may be higher or lower than overall.

compound,FLuc modulator,uPA generation,Rab9 promoter act,MLL CXXC-DNA inh,NPC1 promoter act,MBNL1 CUG block,p53 reactivation,BRCA1 expr up,RORgamma inh,ELG1 genotoxic,Gal4-VP16 FLuc
COc1ccc([C@]23Cc4ccccc4C(O2)c2c(c4ccc(OC)cc4oc2=O)O3)cc1,3.1µM*,.,2%[1.84 µM],1%[23 µM],19%[1.84 µM],-8%[11.5 µM],.,.,-4%[10 µM],.,?
Cc1cc(C)cc(NC(=S)NC2CC3CCCC(C2)N3C2CCCC2)c1 (configuration not stated),5%,4%,-3%,-4%,2%,-6%,-4%,-20%,35µM*,-2%,5%
COc1ccc2oc(C(=O)NCCc3ccccc3)c(C)c2c1,?,-7%,?,.,0.45µM*,.,-3%,0%,.,?,.
CC(=O)c1ccc(OCc2ccccc2)c(C)c1O,17µM*,-22%,4%,5%,16%,25%,30%,78%,12%[10 µM],?,-21%[10 µM]
COc1ccc(CCC(=O)N2CCN(c3ccc(OC)cc3)CC2)cc1,-1%,-1%,0%,-1%,1%,0%,.,1%,.,0%,.
O=c1c2c3nc4ccccc4nc3n(-c3ccc4c(c3)OCCO4)c2ncn1CC1CCCO1 (configuration not stated),-10%,.,6%,8%,-2%,13%,?,.,19%,5%,10%
CC(C)(CC(=O)O)CC(=O)N1CCCN(c2nc3ccc(Cl)cc3s2)CC1,?,-12%,-4%,9%,1%,-15%,1%,26%,15%,-1%,-3%
O=C(COc1ccc2c3c(c(=O)oc2c1)CCCC3)NCC(O)c1ccccc1 (configuration not stated),1%,-1%,-2%,2%,-2%,1%,-1%,-11%,-21%,4%,4%
Cc1cccc(NC(=S)N2CCCCCC2)c1C,1%,2%,2%,18%,-4%,-1%,10%,-7%,?,-1%,?
CC(=O)N(OCc1ccc(OC(C)C)c(Cl)c1)C(C)=O,-16%,2%,0%,-9%,0%,-5%,1%,19%,11%,0%,5%
O=C(Nc1cccc(F)c1)c1cccnc1N1CCOCC1,1%,4%,-9%,-4%,-1%,-4%,-16%,0%,-6%,2%,-7%
O=C1C=C(N(CCO)Cc2ccccc2)c2ccccc2C1=O,-15%,-13%,-41%[inhibitor],-14%,-34%[inhibitor],?,-20%,-89%,7.1µM*,-9%,?

Quoted from the listing:
Cc1cc(C)cc(NC(=S)NC2CC3CCCC(C2)N3C2CCCC2)c1 (configuration not stated) | RORgamma inh = 35µM*
CC(=O)c1ccc(OCc2ccccc2)c(C)c1O | p53 reactivation = 30%
O=C(COc1ccc2c3c(c(=O)oc2c1)CCCC3)NCC(O)c1ccccc1 (configuration not stated) | ELG1 genotoxic = 4%
COc1ccc(CCC(=O)N2CCN(c3ccc(OC)cc3)CC2)cc1 | uPA generation = -1%
COc1ccc2oc(C(=O)NCCc3ccccc3)c(C)c2c1 | uPA generation = -7%
Cc1cccc(NC(=S)N2CCCCCC2)c1C | ELG1 genotoxic = -1%

Next section:
compound,FLuc modulator,uPA generation,Rab9 promoter act,MLL CXXC-DNA inh,NPC1 promoter act,MBNL1 CUG block,p53 reactivation,BRCA1 expr up,RORgamma inh,ELG1 genotoxic,Gal4-VP16 FLuc
Cc1nc2nc(SCC(=O)NCCCN3CCOCC3)nn2c(C)c1Cc1ccccc1,5%,4%,2%,-1%,-22%,.,0%,20%,9%,3%,3%
COc1cc2c(cc1OC)[C@@H]1Cc3cc4c(cc3[C@H](C2)N1C)OCO4,?,-11%,-4%,-1%,0%,1%,-2%,6%,-35%,1%,6%
Fc1ccc(N2CCN(C3CCC(c4ccccc4)CC3)CC2)cc1 (configuration not stated),4%,2%,0%,-4%,0%,5%,.,-14%,.,-5%,.
COc1cccc(CNC(=O)C2CCC(=O)N(CC3CCCCC3)C2)c1OC (configuration not stated),-3%,-1%,-2%,-3%,0%,0%,7%,17%,-18%,0%,-2%
Cc1cc(CNC(=O)Cc2c(F)cccc2Cl)nn1C,-14%,.,3%,0%,8%,-3%,35%,47%,-1%[0.365 µM],?,.
CC(=O)c1cnc(SCCN2C(=O)c3ccccc3C2=O)nc1C,2%,1%,-3%,15%,-5%,-9%,10%,-1%,17%,2%,13%
CS(=O)c1nc(-c2ccc(Br)cc2)cc(-c2ccccc2)c1C#N (configuration not stated),-2%,?,-19%,1%,-22%,8%,-21%,-118%[inhibitor],7.9µM*,-41%[inhibitor],14µM*
Cc1noc(C(=O)Nc2ccc(F)cc2F)c1Cl,-3%,-2%,27%,10%,17%,-1%,14%,-12%,11%,10%,-14%
COc1ccc(CCNC(=O)c2cc(=O)c3cc(C)ccc3o2)cc1OC,0%,-3%,-3%,3%,-5%,?,-2%,-8%,?,-7%,-21%
CC(C)c1ccc(N(CC(=O)NC2CCCC2)C(=O)CCC(=O)Nc2nccs2)cc1,8%,0%,0%,5%,6%,4%,4%,-26%,8%,-3%,-2%
COc1ccc(NC(=S)NCCCN2CCCC2)cc1,0%,1%,1%,-18%,0%,-6%,5%,16%,13%,2%,6%
COc1cc(NC(=S)N2CCN(S(C)(=O)=O)CC2)cc(OC)c1,0%,3%,0%,5%,1%,8%,5%,-12%,3%,5%,-2%
COc1ccccc1CC(=O)Nc1ccc([N+](=O)[O-])cc1O,-1%,-8%,-1%,-10%,4%,10%,6%,-30%,?,-13%,-12%
CC1CCN(C(=O)CSc2nnc(CNc3ccc(F)cc3)n2Cc2ccco2)CC1,2%,2%,.,-12%,.,0%,.,-36%,5%,.,-6%
CC(C)CNC(=O)c1ccc(Cl)c(Cl)c1,0%,-1%,.,0%,.,0%,.,-14%,2%,.,0%
Cc1nn(CC(=O)NCc2cccc3ccccc23)c(=O)c2ccccc12,0%,-5%,-3%,22%,0%,9%,-4%,0%,-17%,5%,-13%
Cc1cccc(C)c1Nc1nnc(SCc2nc3ccccc3s2)s1,6µM*,4%,25%,1%,6%,8%,?,-25%,?,?,?
CC(O)[C@H]1CC[C@H]2[C@@H]3CC[C@H]4C[C@@H](O)CC[C@]4(C)[C@H]3C(=O)C[C@]12C (some centres not stated),1%,-3%,-3%,.,3%,.,-1%,4%,.,1%,.
COc1nc(N(C)C)nc(N(C)c2cc(Cl)cc(Cl)c2)n1,1%,4%,4%,4%,-2%,-6%,.,-27%,24%,-1%,2%
COc1ccc(-n2nnnc2SCC(=O)Nc2nnc(C)s2)cc1,8%,-5%,-3%,10%,0%,8%,-1%,1%,-24%,-1%,4%
CCOC(=O)c1sc(NC(=O)CSc2n[nH]c(CC)n2)nc1C,-1%,2%,-5%,6%,-9%,-3%,3%,-15%,13%,-1%,2%
Nc1nonc1OCCc1ccccc1,0%,-6%,-3%,-2%,-2%,-1%,24%,56%,18%,?,-1%
C=CCn1c(SCc2nc3cc(C(=O)OC)ccc3c(=O)[nH]2)nc2sc(CC)cc2c1=O,1%,6%,1%,10%,-3%,4%,6%,-13%,20%,-1%,-11%
CC(=O)c1cc(-c2ccccc2)n(CC(=O)NC2CCCCC2)c1C,3%&0%,7%,-3%,7%,1%,2%,4%,2%,-17%,5%,4%
COc1ccc(-c2[nH]ncc2CN2CCN(C(=O)c3ccco3)CC2)cc1F,-2%,4%,-2%,-1%,2%,8%,-1%,-19%,17%,1%,2%
CCN1C(=O)S/C(=C/c2c(OCc3ccc(C(=O)O)cc3)ccc3ccccc23)C1=O,?,-3%,-4%,5%,?,2%[11.5 µM],-17%,-63%[inhibitor],11%,1%,4%

2 compounds drawn at random from those above:
compound,FLuc modulator,uPA generation,Rab9 promoter act,MLL CXXC-DNA inh,NPC1 promoter act,MBNL1 CUG block,p53 reactivation,BRCA1 expr up,RORgamma inh,ELG1 genotoxic,Gal4-VP16 FLuc
CC(C)CNC(=O)c1ccc(Cl)c(Cl)c1,0%,-1%,.,0%,.,0%,.,-14%,2%,.,0%
COc1ccccc1CC(=O)Nc1ccc([N+](=O)[O-])cc1O,-1%,-8%,-1%,-10%,4%,10%,6%,-30%,?,-13%,-12%
